FXIIa inh: human FXIIa protease inhibitors, primary screen, biochemical, 1536-well | Coagulation factor XII (Homo sapiens), P00748 | purified FXIIa, Boc-QGR-AMC fluorogenic substrate, 2 h | inhibition, % at 5 µM | 0.3% of 220,000 active | AID 800, 2007; in the data active means inhibition above about 40%;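 further: 0% = enzyme with no compound and 100% = blank without enzyme; many of its hits are not listed in these tables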
Hck-Nef inh: inhibitors of Nef-activated human Hck kinase, primary screen, biochemical, Z-Lyte FRET, 384-well, Hck-YEEI; Recombinant Hck-YEEI plus Nef, Z-Lyte FRET kinase assay; inhibition, % at 20 µM; 0.68% of 220,000 active; AID 463187, 2010;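 active means Hck-Nef kinase inhibition above about 50%, limit read from the data; inactive means inhibition below that limit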;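 further: 0% = DMSO with Hck plus Nef and 100% = Hck alone without Nef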
Target sequence (P08631 whole entry, looked up): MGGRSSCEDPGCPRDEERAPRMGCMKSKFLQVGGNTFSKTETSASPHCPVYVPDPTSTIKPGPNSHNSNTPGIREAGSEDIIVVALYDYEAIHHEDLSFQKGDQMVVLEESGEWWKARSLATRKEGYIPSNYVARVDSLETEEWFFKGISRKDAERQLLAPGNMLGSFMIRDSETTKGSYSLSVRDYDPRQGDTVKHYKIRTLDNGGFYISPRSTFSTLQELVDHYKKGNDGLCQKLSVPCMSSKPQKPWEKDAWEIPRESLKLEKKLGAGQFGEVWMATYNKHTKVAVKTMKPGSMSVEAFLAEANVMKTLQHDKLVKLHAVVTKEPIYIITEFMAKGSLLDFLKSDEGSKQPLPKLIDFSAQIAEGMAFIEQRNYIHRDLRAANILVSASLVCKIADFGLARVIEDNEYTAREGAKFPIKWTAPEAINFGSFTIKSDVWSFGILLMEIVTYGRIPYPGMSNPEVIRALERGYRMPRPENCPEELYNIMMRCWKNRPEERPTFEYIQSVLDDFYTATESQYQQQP
FXIa inh: human FXIa protease inhibitors, primary screen, biochemical, 1536-well | Coagulation factor XI (Homo sapiens), P03951 | purified FXIa, Boc-Glu-Ala-Arg-AMC fluorogenic substrate | inhibition, % at 5 µM | 0.14% of 220,000 active;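 active means inhibition of at least 40%; inactive means inhibition below 40%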;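 further: fluorescence of freed AMC excited at 355 nm; 0% = enzyme without compound and 100% = no enzyme blank; many of its hits are not listed in these tables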
thrombin 1536: human alpha-thrombin inhibitors, primary screen, counter-screen for coagulation protease inhibitor project, biochemical, 1536-well, fluorogenic AMC substrate; 0.26% of 220,000 active; inhibition, % at 5 µM; Boc-VPR-AMC fluorogenic substrate cleavage;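 active means inhibition at or above 40%; inactive means inhibition below 40%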;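 further: 0% = enzyme with no compound and 100% = wells without enzyme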
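Material: human alpha-thrombin enzyme / Medium: pH 7.5 Tris (50 mM) with NaCl 150 mM, Tween 20 0.05% / Compound: single-point dosing at 5 µM, 0.2% DMSO / Incubation: enzyme reaction carried out at room temperature / Detection: AMC fluorescence, 355/460 nm / Read-out basis: percent inhibition scaled between no-compound controls and no-enzyme blanks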
TNF death inh: inhibitors of TNF-alpha triggered necroptosis, primary screen, cell-based, Jurkat FADD-/-, single concentration; activation (protection from cell death), % at 10 µM; Jurkat FADD-/- TNF necroptosis rescue, ATP luminescence, 24 h; 0 = TNF only, 100 = no-TNF cells; 0.068% of 220,000 active;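 active means activation, meaning protection from cell death, of at least 50% relative to plate controls; inactive means activation below 50%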;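 further: necroptosis triggered by 40 ng/mL TNF-alpha added together with compound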
L929 necroptosis: inhibitors of zVAD-triggered necroptosis, primary screen, L929 cells | L929 zVAD necroptosis rescue, ATP luminescence, 24 h; with zVAD 60 µM | AID 1377, 2008 | viability rescue, % at 10 µM | 0.38% of 220,000 active;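 active means activation, scaled between plate controls, above about 75%, limit read from the data; inactive means activation under that limit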;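 further: 0% = zVAD with DMSO and 100% = DMSO alone without zVAD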
Rad51 HR inh: human RAD51 strand exchange inhibitors, primary screen, biochemical, fluorescence; hRad51 DNA strand exchange, fluorescence dequenching; DNA repair protein RAD51 homolog 1 (Homo sapiens), Q06609; AID 1385, 2008; inhibition, % at 10 µM; 0.085% of 200,000 active;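 active means inhibition above 40% at the single screening dose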;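 further: 0% = DMSO control wells and 100% = blanks with heterologous ssDNA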
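System: hRad51 filaments on single-stranded DNA; reagent: Fluorescein- and BHQ1-tagged 47-mer duplex; compound dosing: one concentration, 10 µM final; timing: filaments 15 min 37 °C, then compound 30 min; measured by: fluorescein emission 520 nm, excitation 485 nm; benchmarks: per-plate controls and blanks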
Cl transport mod: KCC2 cotransporter modulators, thallium flux, primary screen, cell-based, HEK293 KCC2, FluoZin-2 fluorescence, MLSMR | 2.2% of 190,000 active | B-score of Tl+ flux slope (higher = more flux/activation; lower = inhibition) at 10 µM | KCC2 cells, thallium flux FluoZin-2 fluorescence;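 active means thallium flux slope and its plate-corrected score both differing from the plate sample mean at a set confidence after two filtering rounds, in either direction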;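 further: slope of fluorescence scaled to starting intensity during 10 to 20 s after thallium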
KLK5 inh: human KLK5 protease inhibitors, primary screen, biochemical, 1536-well. recombinant hK5, fluorogenic AMC substrate cleavage. inhibition, % at 5 µM. Kallikrein-5 (Homo sapiens), Q9Y337. 0.59% of 210,000 active;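 active means inhibition of 40% or more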;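 further: 0% = enzyme controls without compound and 100% = no-enzyme blanks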
Target sequence (Q9Y337 67-293 limits assumed): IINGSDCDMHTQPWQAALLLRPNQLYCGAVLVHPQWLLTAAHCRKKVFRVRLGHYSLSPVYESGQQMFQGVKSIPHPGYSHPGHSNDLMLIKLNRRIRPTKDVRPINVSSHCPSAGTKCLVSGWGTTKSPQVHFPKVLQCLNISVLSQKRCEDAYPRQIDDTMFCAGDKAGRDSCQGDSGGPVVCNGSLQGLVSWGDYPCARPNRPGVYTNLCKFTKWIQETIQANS
Numbers without * were called inactive; . = not tested or not shown; & = joins results of further samples. Only part of the results is shown; the hit share may differ from the screen's.

Compound,FXIIa inh,Hck-Nef inh,FXIa inh,thrombin 1536,TNF death inh,L929 necroptosis,Rad51 HR inh,Cl transport mod,KLK5 inh
Cc1ccc2nc(N3CC(=O)Nc4ccccc43)nc(-c3ccccc3)c2c1,7,0,1,-3,1.2,-0.6,-1,-0.35,6
Cc1cccc(OCCCCCn2ccnc2)c1,4,1,-1,-1,-0.3,0.0,-32,0.1,-12
COc1ccc(N(CC(=O)Nc2ccc3c(c2)OCO3)S(=O)(=O)c2ccc(F)cc2)cc1,4,5,6,-3,-5.2,2.8,11,-0.16,-12
CC1Oc2ccccc2N(CC(=O)N2CCc3ccccc32)C1=O (stereo unspecified),6,3,1,1,-2.6,0.9,-2,0.73,-21
CCOC(=O)Cn1c(=N)n(Cc2ccccc2F)c2ccccc21,11,1,1,-5,1.0,1.6,4,.,-5
Cc1nnc(N/N=C/c2ccccn2)[nH]c1=O,7,-2,20,-3,-24,54,16,-0.18,-21
COC(=O)C1=C(NC(=O)c2cccs2)CCS1,12,7,5,3,-0.3,0.1,-12,-0.5,-1
COc1cc(NC(=O)c2cccs2)c(C(=O)OCC(=O)NCc2ccco2)cc1OC,11,-4,5,8,-0.3,2.0,1,-0.54,7
COC(=O)c1oc2c(c1C)C1(CCC2)SCCS1,5,6,2,0,-3.4,-0.6,-4,0.57,5
Cc1nn(-c2ccccc2)c(=S)n1-c1ccccc1,16,-1,2,-5,0.2,0.8,.,.,0
CCCNS(=O)(=O)c1ccc(CCC(=O)NCC2CCCO2)cc1 (stereo unspecified),7,2,3,-5,-1.4,1.8,0,0.84,-25
CCCOc1ccc(N2C(=O)CC(N3CCC(C(=O)OCC)CC3)C2=O)cc1 (stereo unspecified),11,-1,6,4,3.4,3.6,-1,0.32,0
CCCN(Cc1cc2cc(C)ccc2[nH]c1=O)C(=O)c1cccc([N+](=O)[O-])c1,7,13,2,-3,-0.9,-0.2,1,0.088,-2
COc1ncnc2sc(-c3ccccc3)cc12,8,-3,15,0,-3.4,51,-3,1.4,10
COC(=O)c1ccc(NC(=S)N2CCN(C)CC2)cc1,8,-14,6,0,0.2,0.6,-28,-0.18,-6
O=C(COC(=O)c1cc(S(=O)(=O)N2CCCCC2)ccc1N1CCOCC1)NC1CCS(=O)(=O)C1 (stereo unspecified),10,7,-2,-1,-0.1,2.0,2,-0.37,0
CC1(C)Oc2ccc(C(=O)N3CCCCC3)cc2N(CC(=O)NCc2ccccc2)C1=O,8,1,2,-1,-2.3,-0.1,1,-0.01,4
Cc1cc(C(=O)N/N=C/c2ccc(O)c([N+](=O)[O-])c2)c(C)n1-c1ccc(F)cc1,6,19,5,-8,-0.2,0.7,3,-1.1,-22
O=C(CN(c1ccc(F)cc1)S(=O)(=O)c1ccc2c(c1)OCCO2)Nc1ccc2c(c1)OCO2,6,1,0,0,-1.2,-0.2,-2,.,-10
O=C(O)C(Cc1c[nH]c2ccccc12)N1C(=O)c2ccccc2C1=O (stereo unspecified),6,-9&5,1,-4,1.7&0.2,0.2&-0.5,.,-0.67&0.21,2
COc1ccc(C)cc1C(=O)C1CC(C(=O)O)C(C)(C)C1C (stereo unspecified),13,1,0,4,-0.3,0.1,-3,0.79,-6
Cc1ccc(OCc2nc(-c3ccccc3)no2)c(C)c1,14,1,4,1,1.7,1.5,1,0.12,2
Cc1ccc(C(=O)O/N=C(\N)Cc2ccc([N+](=O)[O-])cc2)c(Cl)c1,0,24,-4,-4,-3.4,0.3,3,-0.0063,-1
COc1ccccc1NC(NC(=O)c1ccccn1)C(Cl)(Cl)Cl (stereo unspecified),25,9,19,-5,1.4,-0.1,-31,0.16,-21
O=C(Cc1ccccc1)NN1C(=O)C2C3C=CC([C@@H]2C1=O)C31CC1 (stereo partly specified),6,6,1,-4,3.1,0.1,2,-0.44,-16
O=C(CSc1nnc(-c2ccncc2)n1CCc1ccccc1)NCc1ccccc1,13,8,5,0,-1.4,0.5,-9,0.35,-6
Cc1cc(S(=O)(=O)NCC(=O)O)ccc1F,27,2,18,-1,-1.3,-0.2,5,-0.62,-12
O=C(c1nc2ccccc2s1)N1CCN(c2ccccn2)CC1,0,1,-14,45*,-1.6,0.2,0,0.53,-18
NC(=O)c1sc2nc3c(c(-c4ccc(Cl)cc4)c2c1N)CCCC3,-4,0,-7,-1,-0.7,0.3,-5,0.98,-13
Cn1c(N2CCCC2)nc2c1c(=O)n(Cc1ccc(Cl)cc1)c(=O)n2C,9,5,-7,-3,1.3,1.8,-1,.,-18
COC(=O)CC1COc2ccccc2N1C(=O)c1ccc(Br)cc1 (stereo unspecified),10,23,3,5,-0.3,-1.5,-5,-0.0046,6
Cc1ccccc1C(=O)Nc1nnc(-c2ccc(F)cc2)o1,9,5,7,-4,-1.6,0.6,-5,7.3*,-18
COc1ccc(NC(=O)CSCCc2ccccn2)cc1OC,6,8,1,2,0.7,0.7,.,0.92,.
CC(C)(C)c1ccc(-c2nc3n(c(=O)c2C#N)CCS3)cc1,-3,10,-6,-1,0.1,0.0,-1,0.76,-21
CCN(CC)CCn1c(NCc2cc(OC)ccc2OC)nc2ccccc21,4,7,-1,-2,2.9,-0.2,.,0.11,-13
Cc1nnc(SC(C)C)n(N)c1=O,11,19,-1,-10,-0.8,0.4,11,.,0
O=C(CSc1nnc(CNc2ccc(Cl)cc2)o1)Nc1nc2ccccc2s1,9,0,2,4,2.3,1.1,9,.,-1
Cc1occc1-c1nnc(SCC(=O)NC2CCCC2)n1-c1ccccc1,7,2,-4,-4,-1.4,0.5,-4,0.53,-10
COC(=O)c1cccc(C23CC4(C2)[C@H](CN(Cc2cccnc2)[C@@H]4c2ccccc2)C3c2ccc(Cl)nc2)c1 (stereo partly specified),6,22,0,-7,-0.6,0.2,-1,0.032,-1
CCOC(=O)CCCCNC(=O)Nc1ccccc1,4,-8,-2,-6,-2.7,4.4,4,0.15,-3
Cn1c(N2CCOCC2)c(/C=N/OC(=O)c2ccc(F)cc2)c2ccccc21,20,1,0,3,-11,0.0,-1,-0.13,-3
COc1ccc(N2CCN(C(=O)Cn3cnc4c(cnn4-c4ccccc4)c3=O)CC2)cc1,2,22,4,2,1.5,1.9,-2,-0.15,2
Oc1ccccc1-c1cc(-c2ccco2)[nH]n1,6,2,-13,-4,-0.5,12,-1,.,-27
OC1(c2cccnc2)CCN(Cc2nnnn2C2CCCCC2)CC1,2,1,-5,-6,-0.3,-0.1,0,1,-19
CCN(C(=O)COC(=O)c1cc(S(=O)(=O)Nc2c(C)n(C)n(-c3ccccc3)c2=O)ccc1Cl)C1CCCCC1,11,23,5,-1,1.3,0.6,-10,1,3
Cc1ccnc(Nc2nc(-c3c(C)nc4sccn34)cs2)c1,6,0,-10,-16,-5.4,28,-4,-0.26,-6
CCOC(=O)Cc1nc(-c2ccc(Cl)cc2)n[nH]1,11,-9,-2,-2,1.8,1.9,6,-0.82,4
CCc1c(C)[nH]c2ccc(C)cc2c1=O,0,0,5,-7,-2.2,0.1,2,.,-1
NC(=O)N/N=C\c1cccs1,3,7,19,-1,0.3,-0.2,11,0.15,2
Cc1cccnc1NC(=S)NC(=O)/C=C/c1ccco1,-2,-2,-6,-4,1.3,0.7,-2,.,-4

Later entries.
Compound,FXIIa inh,Hck-Nef inh,FXIa inh,thrombin 1536,TNF death inh,L929 necroptosis,Rad51 HR inh,Cl transport mod,KLK5 inh
CC(NC(=O)CSc1cccc(C(F)(F)F)c1)c1ccccc1 (stereo unspecified),7,1,0,-1,0.8,-0.1,-6,0.077,-18
COc1ccc(CCNC(=S)N2CCC(C(=O)c3ccc(F)cc3)CC2)cc1OC,-5,-3,0,-8,-3.6,-0.4,0,-2.5,-6
O=C(CCOc1ccccc1)Nc1ccc([N+](=O)[O-])cc1,11,12,-6,-25,1.8,2.8,-1,-1.5,-2
C=CCN1CN(S(=O)(=O)c2cccs2)c2nc3ccccc3nc21,3,0,2,1,-0.3,-0.1,.,0.035,3
O=C(NCCN1CCOCC1)c1csc2c1CCCC2,8,-1,-1,-7,0.6,0.3,-1,.,-4
CCc1sc(C(=O)Nc2ccc(NC(C)=O)cc2)cc1C,-4,0,-3,-8,-1.5,3.1,-9,0.034,-2
Nc1c(-c2ccsc2)cnc2ncnn12,10,15,-2,-4,1.6,0.3,-9,0.42,-4
CN(C(=O)c1ccccn1)c1nnc(-c2ccncc2)s1,.,0,.,.,-1.9,-0.5,.,0.94,.
CCOC(=O)C1(C)NC(c2ccc(N(C)C)cc2)C2C(=O)N(CC)C(=O)C21 (stereo unspecified),9,1,-5,-2,-3.3,0.0,-3,-0.034,11
COc1cc2c3c(c1)-c1c(sn(-c4cc(OC)ccc4OC)c1=S)C(C)(C)N3C(=O)C2=O,21,0,5,5,0.0,0.2,-3,0.06,-8
COc1cc(/C=C/C(=O)O)ccc1OS(=O)(=O)c1cc(C)ccc1C,7,3,-3,0,0.3,1.9,1,-2.1,0
O=C(CCNS(=O)(=O)c1cccc2nsnc12)N1CCc2ccccc21,3,-20,5,-8,-0.3,1.2,2,-0.51,-12
CCOC(=O)c1cc2sc(C)cc2n1CC(=O)Nc1cccc(C)c1C,10,0,4,-2,1.0,-1.7,7,-0.017,16
CCOP(=O)(OCC)C(Nc1ccc([N+](=O)[O-])cc1)c1ccc(Cl)cc1 (stereo unspecified),-7,-1,-3,-8,3.1,-0.4,6,-0.2,-8
O=C(CSCc1c(F)cccc1Cl)Nc1cccnc1,5,19,-3,-15,-0.8,26,3,0.14,0

By substructure, the compounds so far with a COOH group
Compound,FXIIa inh,Hck-Nef inh,FXIa inh,thrombin 1536,TNF death inh,L929 necroptosis,Rad51 HR inh,Cl transport mod,KLK5 inh
O=C(O)C(Cc1c[nH]c2ccccc12)N1C(=O)c2ccccc2C1=O (stereo unspecified),6,-9&5,1,-4,1.7&0.2,0.2&-0.5,.,-0.67&0.21,2
COc1ccc(C)cc1C(=O)C1CC(C(=O)O)C(C)(C)C1C (stereo unspecified),13,1,0,4,-0.3,0.1,-3,0.79,-6
Cc1cc(S(=O)(=O)NCC(=O)O)ccc1F,27,2,18,-1,-1.3,-0.2,5,-0.62,-12
COc1cc(/C=C/C(=O)O)ccc1OS(=O)(=O)c1cc(C)ccc1C,7,3,-3,0,0.3,1.9,1,-2.1,0
